Assay outcomes (PubChem)
sdo1 growth = compounds rescuing growth of sdo1-depleted yeast, bone marrow failure model | S. cerevisiae sdo1-depleted JHY4D growth rescue, OD600 30 h; stronger effect = higher value; pdr5 snq2 efflux-pump mutant strain | z-score at 10 µM | 140,000 compounds, 0.21% hits | AID 817;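 active = z-score above 3 at both the 24 hr and the 30 hr optical density reads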;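 also: z-score against mean and SD of all compound wells on the same plate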
INS promoter inh = TRM-6 insulin promoter activity inhibition. inhibition, % at 2 µM. AID 1273. TRM-6 cells (human fetal islet line), insulin promoter-eGFP reporter, imaging; reporter expression induced with tamoxifen. 130,000 compounds, 0.9% hits;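 active = inhibition above the mean plus 3 SD, with well images judged a real hit on visual review, cut at about 60% in these data, passing the limit was not always enough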
sdo1 growth Rescue 24 h = also measured in sdo1 growth; calls as there; z-score; S. cerevisiae sdo1-depleted JHY4D growth rescue, OD600; measured here: growth rescue at 24 h;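 0 is the plate mean of compound wells and units are plate SD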
* hit, by the source's call; i = inactive; x = no result given.

SMILES	sdo1 growth	sdo1 growth Rescue 24 h	INS promoter inh
O=C(COC(=O)[C@H](Cc1ccccc1)NC(=O)c1ccco1)NCc1ccccc1	-0.53	-0.46	x
Cc1cc(NC(=O)CSc2nc3ccccc3n2CC(C)C)no1	x	x	-42
COc1ccc(S(=O)(=O)N(CC(=O)N/N=C/c2cccs2)c2ccc(C)cc2)cc1OC	-0.85	-1.3	13
CN(CC(=O)Nc1ccccc1C(=O)N1CCCC1)S(=O)(=O)c1ccc(Cl)cc1	2.1	0.84	0
O=C(NCC1CCCO1)c1ccc(COc2ccc(F)cc2)o1 (configuration not stated)	0.34	-0.14	17
CC(=O)c1c(O)c(C)c(-c2ccccc2)n(-c2ccccc2)c1=O	-1.5	-1	x
COC(=O)CSc1nc2c(c(=O)n(C)c(=O)n2C)n1CCC(C)C	-0.2	-0.34	x
CCN(C(=O)c1cccs1)c1nnc(-c2ccncc2)s1	-0.48	-0.58	-19
O=C(O)C1C2C=CC(C2)C1C(=O)NCc1ccccn1 (configuration not stated)	0.64	0.73	12
COCCNC(=S)N/N=C(\C)c1ccccc1F	x	x	-22
Cc1nn(-c2ccccn2)c2c1-c1nc(N3CCOCC3)ncc1CC2	-0.29	-0.27	34
Cc1cccc(NC(=O)Nc2nnc(-c3ccccc3)o2)c1	x	x	-82
CS(=O)(=O)N1CCN(C(=O)Cc2ccccc2Cl)CC1	x	x	-50
Cn1c(=O)c2c(nc(Oc3ccc4ccccc4c3)n2C)n(C)c1=O	-0.7	-0.49	29
COc1ccc(OC)c(C2=Nn3c(nnc3-c3cccc(OC(C)C)c3)SC2)c1	-0.47	0.52	x
OCCCc1nc2n(n1)C(c1ccccc1)C=C(c1ccc(F)cc1)N2 (configuration not stated)	0.45	0.4	-324
CC(=O)C1=C(C)NC(SCC(N)=O)=C(C#N)C1C (configuration not stated)	0.98	2.2	21
Cc1cccc(-c2c3c(=O)n(C)c(=O)n(C)c3cn2-c2ccc(O)cc2)c1	x	x	-29
COc1ccc(/C=c2\s/c(=C/C(=O)c3ccc(C)cc3)[nH]c2=O)cc1OC	-1.1	-0.02	-88
c1ccc(Cn2c(CNc3nc4ccccc4n3CCN3CCCCC3)nc3ccccc32)cc1	-1.4	-0.95	x

5 entries from above, arranged by SMILES length, rising.
SMILES	sdo1 growth	sdo1 growth Rescue 24 h	INS promoter inh
CCN(C(=O)c1cccs1)c1nnc(-c2ccncc2)s1	-0.48	-0.58	-19
CS(=O)(=O)N1CCN(C(=O)Cc2ccccc2Cl)CC1	x	x	-50
COC(=O)CSc1nc2c(c(=O)n(C)c(=O)n2C)n1CCC(C)C	-0.2	-0.34	x
c1ccc(Cn2c(CNc3nc4ccccc4n3CCN3CCCCC3)nc3ccccc32)cc1	-1.4	-0.95	x
CN(CC(=O)Nc1ccccc1C(=O)N1CCCC1)S(=O)(=O)c1ccc(Cl)cc1	2.1	0.84	0

Filtered by structure, those above containing fluorine (3)
SMILES	sdo1 growth	sdo1 growth Rescue 24 h	INS promoter inh
O=C(NCC1CCCO1)c1ccc(COc2ccc(F)cc2)o1 (configuration not stated)	0.34	-0.14	17
COCCNC(=S)N/N=C(\C)c1ccccc1F	x	x	-22
OCCCc1nc2n(n1)C(c1ccccc1)C=C(c1ccc(F)cc1)N2 (configuration not stated)	0.45	0.4	-324

(listing goes on)
SMILES	sdo1 growth	sdo1 growth Rescue 24 h	INS promoter inh
Cc1cccc(Oc2coc3cc(OC(=O)c4cncc(Br)c4)ccc3c2=O)c1	0.34	1.6	14
O=C(OCC(=O)c1c[nH]c2ccccc12)c1ccco1	-0.44	-0.49	36
COC(=O)CSc1n[nH]c(=S)s1	1.5	1	-22
CNC(=O)c1c(C)noc1C	x	x	-23
C=CCn1c(C(CCC(C)C)CC(C)(C)O)n[nH]c1=S (configuration not stated)	1.1	1.1	-7
Cc1ccccc1Sc1ncnc2onc(C)c12	0.56	1.4	64
CC1(C)Cc2c(C#N)c(SCc3nc4ccccc4[nH]3)nc(N3CCOCC3)c2CO1	1.6	1.1	-7
Cc1nn(C)c(C)c1/C=N/N=C1\CCC2C3CCc4cc(O)ccc4C3CCC12C (configuration not stated)	-0.55	-1.2	-91
CCN(CC(=O)N1CCN(c2ccccc2)CC1)S(=O)(=O)c1ccc(C)cc1	0.05	-0.26	-3
COc1cccc(N2C(=O)CC(N3CCC(C(N)=O)(N4CCCCC4)CC3)C2=O)c1 (configuration not stated)	0.72	0.01	26
Cc1cc(S(=O)(=O)N2CCN=C2c2ccccc2)c(C)cc1Cl	-0.97	-0.78	-47
CCCCn1c(CN2CCN(C(=O)OCC)CC2)nc2c1c(=O)[nH]c(=O)n2C	0.12	-0.31	10
COC(=O)C1CN(S(=O)(=O)c2ccc(C)cc2)CCN1S(=O)(=O)c1ccc(C)cc1 (configuration not stated)	0.04	0.45	-136
c1ccc(Cc2nnc3sc(-c4ccc5c(c4)OCCO5)nn23)cc1	-1.5	-1.6	x
COC1CCCCC1NS(=O)(=O)c1ccccc1 (configuration not stated)	0.92	1.2	45
CCOC(=O)C(NC(=O)NCc1cccc(C(F)(F)F)c1)(OCC)C(F)(F)F (configuration not stated)	-0.76	-0.88	x
O=C(NCC(=O)N(CC1CCCO1)C1(C(=O)NC2CCCCC2)CCCCC1)c1ccccc1 (configuration not stated)	0.99	0.99	-37
CCN(CC)C(=O)C1=C(C)Nc2nnnn2C1c1cccnc1 (configuration not stated)	2.4	0.81	-62
O=C(NCCC1=CCCCC1)c1ccc(=O)oc1	0.27	0.01	x
O=C(/C=C/c1ccco1)NC(=S)Nc1cc(C(F)(F)F)ccc1N1CCOCC1	-0.87	-0.77	-211
CC1CC(C)CN(CCCCOc2ccc([N+](=O)[O-])cc2)C1 (configuration not stated)	-0.98	-0.76	11
CN(CC(=O)NCCC1=CCCCC1)S(=O)(=O)c1ccc2c(c1)CCC(=O)N2	0.07	-0.11	x
O=C(N/N=C\c1ccc(CNS(=O)(=O)c2ccc(Cl)cc2)o1)C(=O)Nc1ccc(Oc2ccccc2)cc1	-0.01	0.56	x
O=C(Cc1cccs1)N/N=C/C=C\c1ccco1	1.5	0.47	17
CCCc1cc(=O)[nH]c(SCC(=O)N2CCN(c3ccc(F)cc3)CC2)n1	0.72	1.5	50
Cc1cc2n(n1)C(c1ccccc1)Nc1ccccc1-2 (configuration not stated)	-0.32	-0.23	18
Cc1ccc(NC(=O)C2CCN(S(=O)(=O)c3c(C)noc3C)CC2)cc1C	x	x	12
COc1ccc(NC(=O)c2oc3ccc(S(=O)(=O)N4CCC5(CC4)OCCO5)cc3c2C)cc1	0.27	0.35	x
COc1ccc(S(=O)(=O)N(CCCN2CCOCC2)Cc2ccc(OC)c(OC)c2)cc1	0.29	0.01	50
COC(=O)C(NNc1ccccc1)(NC(=O)c1ccc(F)cc1)C(F)(F)F (configuration not stated)	-0.2	0.44	x
Cc1cccc(C(C)(C)C)c1OCCCCN1CCCC1	-0.16	0.09	-53
CC(C)(C)c1ccc(/C=N/NC(=S)NC2CCCCC2)cc1	-0.78	0.1	-421
O=C(C1=C(O)C(=O)N(Cc2ccco2)C1c1ccccc1)c1cccs1 (configuration not stated)	0.45	0.1	33
CC(/C=C/c1cccs1)=C\C(=O)O	0.19	-0.12	27
COc1ccc(C(CCN(Cc2ccc(OC)c(OC)c2)C(=O)CCl)c2ccccc2)cc1 (configuration not stated)	0.22	0.56	x
Cc1ccc(C)c(NC(=O)CS(=O)(=O)c2cn(C)c3ccccc23)c1	-0.03	-1	40
Cn1c(=O)c2c(ncn2CCCc2ccccc2)n(C)c1=O	1.2	1.2	8
c1ccc(COc2ccc(OCCCN3CCCC3)cc2)cc1	0.13	-0.43	-21
CCN(CC)c1ccc(NC(=O)COc2ccc(C#N)cc2)cc1S(=O)(=O)Nc1ccc(OC)cc1	-0.59	-0.26	-31
CCOC(=O)c1sc(NC(=O)CCCCl)nc1C	-0.27	-0.33	-37

Looked up one by one from above (6):
SMILES	sdo1 growth	sdo1 growth Rescue 24 h	INS promoter inh
Cn1c(=O)c2c(nc(Oc3ccc4ccccc4c3)n2C)n(C)c1=O	-0.7	-0.49	29
O=C(O)C1C2C=CC(C2)C1C(=O)NCc1ccccn1 (configuration not stated)	0.64	0.73	12
COc1cccc(N2C(=O)CC(N3CCC(C(N)=O)(N4CCCCC4)CC3)C2=O)c1 (configuration not stated)	0.72	0.01	26
COc1ccc(S(=O)(=O)N(CC(=O)N/N=C/c2cccs2)c2ccc(C)cc2)cc1OC	-0.85	-1.3	13
CS(=O)(=O)N1CCN(C(=O)Cc2ccccc2Cl)CC1	x	x	-50
CC(=O)c1c(O)c(C)c(-c2ccccc2)n(-c2ccccc2)c1=O	-1.5	-1	x

Reformatted: entries from further up
Values in the order – sdo1 growth | sdo1 growth Rescue 24 h | INS promoter inh
- COc1ccc(/C=c2\s/c(=C/C(=O)c3ccc(C)cc3)[nH]c2=O)cc1OC
  -1.1 | -0.02 | -88
- c1ccc(Cn2c(CNc3nc4ccccc4n3CCN3CCCCC3)nc3ccccc32)cc1
  -1.4 | -0.95 | x

Next part:
SMILES	sdo1 growth	sdo1 growth Rescue 24 h	INS promoter inh
Cc1nn(CC(=O)NCCc2ccc(Cl)cc2Cl)c(C)c1[N+](=O)[O-]	0.26	0.34	x
O=C(O)C(c1ccccc1)C1(O)CCCC1 (configuration not stated)	1.5	1.5	3
Cc1c(C(=O)OCC[N+]2(C)CCCCC2)oc2ccccc12	x	x	50
COc1ccccc1C1CC(=O)Nc2cc3c(cc21)OCCO3 (configuration not stated)	0.54	1.1	-4
Cc1cc(C)nc(N/N=C/C=C/c2ccccc2)n1	0.02	1.9	-36
COc1ccc(CCn2c(-c3cc([N+](=O)[O-])cc([N+](=O)[O-])c3)nc3nc4ccccc4nc32)cc1	-1.4	-1.1	-108
Cc1ccc(S(=O)(=O)NC(C)(C)CSc2ncccn2)cc1	x	x	-33
CCOCc1nnc(NC(=O)c2c(OC)cccc2OC)s1	1	-0.1	32
CCOC(=O)c1c(NCC2CCCO2)c2ccccc2[nH]c1=O (configuration not stated)	0.31	0.33	31
CS(=O)(=O)N1CCCC(C(=O)NCCCN2CCc3ccccc3C2)C1 (configuration not stated)	0.56	0.48	13
Cc1ccc(NC(=O)/C(=C\c2cccc([N+](=O)[O-])c2)NC(=O)c2cccs2)cc1	0.48	0.75	27
O=[N+]([O-])c1cccc(C(=S)N2CCN(c3ccccc3F)CC2)c1	x	x	-133
Cc1ccccc1CSCCC(=O)NCCC1=CCCCC1	-0.69	-0.25	-7
COc1ccc(N2C(=O)c3ccccc3NC2c2ccc(OC)c(Cn3nnc4ccccc43)c2)cc1 (configuration not stated)	-0.28	0.41	13
COc1ccc(N2CCN(C(=S)Nc3cccc(C)c3)CC2)cc1	0.82	0.39	3
Cc1ccc(NC(=O)COC(=O)CN2CSCC2=O)cc1C	1.1	1.3	36
CN(CC(O)COc1ccc(S(=O)(=O)N2CCOCC2)cc1)C1CCCCC1 (configuration not stated)	0.09	0.27	-9
O=C(CC(Nc1ccccc1Cl)C(=O)O)c1ccccc1 (configuration not stated)	x	x	11
O=C(Cn1ccsc1=NC(=O)c1ccco1)c1ccccc1	-0.43	-0.78	x
COc1ccccc1Nc1nc(C)cc(C)c1C(N)=O	0.06	0.28	-148
CCOc1ccc(-c2nnn(CC(=O)NCCc3c[nH]c4ccccc34)n2)cc1	-1.6	-1.3	59
CCOC(=O)c1ccc(N2C(=O)C=CC2=O)cc1	-2.4	-1.2	-21
CCOC(=O)N1CCN(C(=S)Nc2ccc3nc(N4CCN(CC)CC4)cc(C)c3c2)CC1	0.85	-0.5	28
COc1ccc(NS(=O)(=O)c2cccc(Cl)c2)cc1S(=O)(=O)N1CCCCC1	0.2	0.63	10
O=C(NCCN1C(=O)S/C(=C\c2ccc(OC(F)F)cc2)C1=O)[C@@H]1CCCN1C(=O)c1cccs1	0.64	0.89	-31
CCOC(=O)Cn1nnnc1C(CC)N(Cc1cccs1)Cc1cc2ccc(OC)cc2[nH]c1=O (configuration not stated)	-0.04	0.08	-15
C=CCn1c(CNC(=O)c2ccccc2C)nnc1SCC(=O)NC1CCCC1	1.6	2.1	-305
CC(=O)Nc1nc2ccccc2n1CCN1CCOCC1	-0.2	-1.2	-3
Cn1c(CCNC(=O)c2ccccc2Cl)n[nH]c1=S	0.72	-0.21	18
CC(=O)C1C(c2ccc(F)c(F)c2)NC(=O)NC1(O)C(F)(F)F (configuration not stated)	0.45	0.01	64
Cc1ccc2c(c1)c(C)c(C)n2CC(O)CN1CCOCC1 (configuration not stated)	0.7	1.3	i
Cc1ccc(C(=O)N/C(=C/c2ccco2)C(=O)Nc2cccc(C)c2)cc1	-0.35	-0.39	57
Cc1ccc(N2C(=O)CC(Sc3ncn[nH]3)C2=O)cc1 (configuration not stated)	0.74	1.2	-20
CCCc1ccc(OCc2ccc(C(=O)N3CCN(c4ccccn4)CC3)o2)c(OC)c1	-1.1	-0.78	-40
O=C(CC12CC3CC(CC(C3)C1)C2)NC(=S)NCc1ccccc1	-1.2	-0.69	x
Cc1ccc(NC(=O)CSc2n[nH]c(-c3ccncc3)n2)cc1C	0.04	-0.47	-4
CN1CC(=O)N(CC(=O)Nc2ccc(F)cc2)c2ccccc2C1=O	0.76	0.43	-21
Cc1cc(C)n(-c2nnc(C)n2NC(=O)c2cccc(Cl)c2)n1	1.4	1.4	-100
CCOC(=O)N1CCC(NC(=O)Cn2c3ccccc3c3cn[nH]c(=O)c32)CC1	-0.52	-0.73	-26
Cc1cc(C)n(-c2nc(Nc3ccccc3C(F)(F)F)nc(-n3nc(C)cc3C)n2)n1	-2.3	-1.3	x
CCOC(=O)C1=C(N)Oc2c(c(=O)[nH]c3ccccc23)C1c1ccccc1 (configuration not stated)	-0.06	1.2	-10
Cn1c(SCC#N)nnc1-c1cccnc1	1.7	0.49	0
O=C(O)C1CC(c2ccccc2)=NO1 (configuration not stated)	-0.49	-0.83	x
CCC(C)[C@H](NC(=O)NCC1CCCO1)C(=O)OC (some centres not stated)	0.79	0.54	x
Cc1cc([N+](=O)[O-])cc2c1NC(=O)C2(O)N1CCCCCC1 (configuration not stated)	0.69	0.69	32
